Source: PubChem BioAssay
12-LOX inh – inhibitors of human 12S-lipoxygenase ALOX12; purified 12hLO, xylenol orange hydroperoxide absorbance; Potency, µM (highest dose often 108 µM), inactives show top-dose activity change, negative = inhibition, usual class: inhibitors; 580,000 tested, 1.1% active; AID 1671190; note: % is set by controls: 0 for no effect and ±100 for the full control effect
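Purified human 12hLO at 150 nM in 25 mM Hepes, 0.01% Triton X-100, pH 7.0, preincubated 15 min at room temperature with compound. Reaction started with 40 uM arachidonic acid, 30 min at room temperature. Hydroperoxide measured by Fe-xylenol orange, 573/405 nm absorbance ratio.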
Vif-APOBEC3F blk – inhibitors of Vif-A3F interaction; 390,000 tested, 0.2% active; HeLa A3F-eYFP + Vif (tagged APOBEC3F with the HIV-1 protein that degrades it), YFP fluorescence increase; AID 602313; Potency, µM (titrated, usually from 46.1 µM), for inactives: top-dose activity, negative = active; note: % of control where 0% means no effect; nearly all actives have a fitted effect of over 65% in size
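HeLa cells stably expressing A3F-eYFP plus Vif, plated and incubated overnight at 37 deg C, then exposed to compounds overnight at 37 deg C. Blocked degradation read as raised yellow fluorescence (Ex 488/Em 500-530).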
Vif-A3G inh – blocks the Vif interaction with human APOBEC3G. Q9HC16. HeLa A3G-eYFP + Vif (tagged APOBEC3G with the HIV-1 protein that degrades it), YFP fluorescence, overnight. Potency, µM (doses to about 46.1 µM), for inactives: at the top dose activity, negative = active, usual class: inhibitors. 410,000 tested, 0.076% active. AID 602310;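 note: % is set by controls: 0 for no effect and ±100 for the full control effect; nearly all actives have a fitted effect of over 60% in size; hits raise eYFP signal because A3G escapes Vif-driven loss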
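Read-out is eYFP fluorescence (Ex 488/Em 500-530) from Vif-expressing HeLa A3G-eYFP cells; more signal means A3G escaped Vif-mediated degradation. Cells plated overnight, compound pinned in, incubated overnight at 37 deg C.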
TrxR1 substrate – rat thioredoxin reductase 1 substrate activity; 390,000 tested, 0.01% active; Potency, µM (highest dose often 114 µM), inactives show at the highest dose activity change, negative = substrate turnover; purified TrxR1 substrate turnover, NADPH consumption readout; note: % is set by controls: 0 for no effect and ±100 for the full control effect; nearly all actives have a fitted effect of over 50% in size
Target sequence (O89049 whole entry, looked up): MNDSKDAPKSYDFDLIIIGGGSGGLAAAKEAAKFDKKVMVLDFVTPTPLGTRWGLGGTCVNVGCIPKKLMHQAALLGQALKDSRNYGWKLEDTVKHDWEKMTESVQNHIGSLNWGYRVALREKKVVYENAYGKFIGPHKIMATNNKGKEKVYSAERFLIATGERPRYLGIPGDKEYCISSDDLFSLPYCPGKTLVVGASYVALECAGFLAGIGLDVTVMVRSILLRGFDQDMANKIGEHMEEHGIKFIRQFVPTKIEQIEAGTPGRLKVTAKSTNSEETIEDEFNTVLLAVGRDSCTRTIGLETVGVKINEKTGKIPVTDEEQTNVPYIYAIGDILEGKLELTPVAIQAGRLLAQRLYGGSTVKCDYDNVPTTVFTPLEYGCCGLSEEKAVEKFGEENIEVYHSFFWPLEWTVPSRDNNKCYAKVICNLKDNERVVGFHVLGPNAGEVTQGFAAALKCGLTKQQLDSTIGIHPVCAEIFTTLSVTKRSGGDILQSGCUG
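Rat TrxR1, dispensed at 90 nM, was prereduced with 400 uM NADPH (final) for 5 min at ~22 deg C, then incubated with compound 15 min before 400 uM selenite. A first-read NADPH fluorescence drop versus no-compound background flagged substrates.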
USP1-UAF1 inh – USP1/UAF1 (human) deubiquitinase inhibition; O94782; recombinant USP1/UAF1, Ub-Rhodamine cleavage fluorescence; Potency, µM (titrated, usually from 57.1 µM), without a hit: at the top dose activity change, negative = inhibition, most hits filed as inhibitors; 390,000 tested, 0.23% active; AID 743255; note: % is set by controls: 0 for no effect and ±100 for the full control effect; nearly all actives have a fitted effect of over 60% in size; inactives centre near -12
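In this screen, compounds sit with the deubiquitinase complex (1nM) for 15 min at room temperature before Ub-Rho is added at 150nM final. Fluorescence rise is then followed for 6 reads every 60 seconds.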
rTrxR1 inhibitor – rat TrxR1 inhibition; recombinant rTrxR1, NADPH fluorescence consumption, selenite substrate; Potency, µM (highest dose often 114 µM), for inactives: top-dose activity change, negative = inhibition, usual class: inhibitors; 390,000 tested, 1% active; AID 588453; note: % is set by controls: 0 for no effect and ±100 for the full control effect; nearly all actives have a fitted effect of over 65% in size
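Rat TrxR1 (90 nM in the dispensed reagent) was pre-reduced with 400 uM NADPH for 5 min at room temperature, then incubated with compound for 15 min. After 400 uM selenite was added, NADPH fluorescence (Ex 340/Em 450 nm) was followed for 8 min.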
RXFP1 agonist – RXFP1 (human) receptor agonism. Q9HBX9. HEK293T-RXFP1 cAMP TR-FRET, 30 min; response scale: percent of porcine relaxin response, buffer zero. Potency, µM (top dose mostly 57.5 µM), for inactives: top-dose activation, usual class: activators. 370,000 tested, 0.3% active. AID 2676; note: % is set by controls: 0 for no effect and ±100 for the full control effect; nearly all actives have a fitted effect of over 60% in size; many of its hits are not listed in these tables
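HEK293T cells stably expressing RXFP1 were pretreated with the PDE4 inhibitor Ro 20174, exposed to compounds for 30 min at 37C, lysed, and cAMP was read by TR-FRET. Data normalized to buffer (basal) and 29 nM porcine relaxin (100%).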
RGS4 inh – human RGS4 inhibition; Transcreener GDP fluorescence polarization, RGS4-accelerated GTP hydrolysis; Potency, µM (highest dose often 114 µM), inactives show at the top dose activity change, negative = inhibition, usual class: inhibitors; 390,000 tested, 0.039% active; AID 504845; note: % is set by controls: 0 for no effect and ±100 for the full control effect; nearly all actives have a fitted effect of over 75% in size; some results filed as inactive show a strong effect at the top dose
Target sequence (P49798 whole entry, looked up): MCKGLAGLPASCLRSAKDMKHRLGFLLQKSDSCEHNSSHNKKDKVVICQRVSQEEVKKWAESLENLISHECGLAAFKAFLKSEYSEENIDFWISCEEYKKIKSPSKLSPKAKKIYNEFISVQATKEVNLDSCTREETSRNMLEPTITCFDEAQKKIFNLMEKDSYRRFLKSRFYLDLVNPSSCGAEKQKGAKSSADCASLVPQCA
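MLSMR compounds (23 nl, pin-transferred) preincubated 10 min at room temperature with a 500nM (2x) first reagent, then RGS4 at 900nM (2x) plus Transcreener GDP mix added; fluorescence polarization (620/688 nm) read before and after 90 min at 30 °C.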
mIDH1 inhibitor – inhibitors of human mutant IDH1 R132H; O75874; IDH1-R132H enzyme, NADPH consumption, diaphorase/resazurin fluorescence; Potency, µM (doses to about 76.6 µM), without a hit: at the highest dose activity change, negative = inhibition, actives largely listed as inhibitors; 390,000 tested, 0.093% active; note: % is set by controls: 0 for no effect and ±100 for the full control effect; nearly all actives have a fitted effect of over 65% in size
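IDH1-R132H (0.5 ug/mL dispensed) in pH 7.5 Tris buffer was preincubated 30 min with compound, then given a substrate mix of 0.016 mM NADPH and 2 mM alpha-KG for 80 min at room temperature; remaining NADPH was read by diaphorase/resazurin fluorescence.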
The depositor's hits bear a star; ? = inconclusive; nt = no result given; [ ] = another dose, or the depositor's remark. Calls come from the whole dose curve; as a rule, active = well fitted curve in the direction sought with a large enough effect; inconclusive = small, poorly fitted or top-dose-only effect, or another doubt; inactive = no such curve, though single readings can be large; an effect the other way counts as inactive or inconclusive. Potency is the fitted concentration of half-maximal effect.

entry	canonical_smiles	12-LOX inh	Vif-APOBEC3F blk	Vif-A3G inh	TrxR1 substrate	USP1-UAF1 inh	rTrxR1 inhibitor	RXFP1 agonist	RGS4 inh	mIDH1 inhibitor
1	COc1ccc(-n2nnnc2SCC(=O)N2CCN(C(=O)c3ccco3)CC2)cc1OC	8%	3%	0%	7%[57.1 µM]	5%	12%[57.1 µM]	0.6%	?	8%
2	CN1C=CC2=C(C#N)C(N)C(C#N)(C#N)C(c3ccccc3)C2C1 (stereo not given)	-15%	0%	-3%	42%[activator]	-27%	-10%	0.9%	-9%	-24%
3	CCCN1CCN(S(=O)(=O)c2ccc3c(c2)CCC(=O)N3)CC1	-2%	-10%	-1%	3%	-25%	1%	1.7%	-3%	0%
4	O=C(O)/C=C/C(=O)NCCNc1ncc(C(F)(F)F)cc1Cl	9%	0%	-11%	2%	-20%	?	-2.7%	-23%	-7%
5	CCOc1ncccc1C(=O)N1CCN(C(=O)c2ccccc2)CC1	-1%	-12%	1%	-4%	-22%	-12%[57.1 µM]	1.8%	21%	1%
6	CCOc1ccc(CO/N=C/c2c(C)[nH]c(=O)[nH]c2=O)cc1	0%	-1%	-1%	-8%	-2%	-11%	0.2%	9%	-2%
7	CCc1ccc(N2C(=O)C(Cl)=C(N3CCOCC3)C2=O)cc1	8%	-12%	0%	-15%	-9%	-18%	0.4%	-15%	1%
8	COc1cc(-c2nnc(CSc3nnc(Nc4ccc(C(C)C)cc4)s3)o2)cc(OC)c1OC	1%	?	-15%	12%[57.1 µM]	-23%	4%[57.1 µM]	-0.1%	-21%	2%
9	Cc1cccc(NC(=O)c2c(C)oc3ncnc(N4CCCCC4)c23)c1C	0%	-1%	-1%	-3%	-13%	1%	-2.0%	-7%	-14%
10	CCC1Oc2ccccc2N(CC(=O)NCCCN2CCN(CC)CC2)C1=O (stereo not given)	1%	-1%	-1%	-7%	-16%	-1%	-0.5%	-1%	-3%
11	CC(C)NC(=O)c1cnc(Sc2ncc(C(F)(F)F)cc2Cl)n1C	-3%	-6%	-8%	-1%	2%	-4%	-0.4%	8%	7%
12	O=C(NCc1cccc(F)c1)C1CCN(c2nn3cc(-c4ccc(F)cc4)nc3s2)CC1	-18%	-12%	-1%	1%	-25%	9%	4.5%	-2%	-2%
13	Cc1ccc(S(=O)(=O)N2CCCCC2CCNC(=O)C(=O)NC2CC2)cc1 (stereo not given)	-16%	?	-16%	0%	-8%	-4%	0.5%	-16%	3%
14	Cc1ccc([C@@H]2CC=C(C(=O)O)[C@H](c3ccc(Br)cc3)N2S(=O)(=O)c2ccccc2C)cc1	?	-5%	-1%	3%	?	24%	nt	-13%	-19%
15	Cc1cc(C)cc(OCc2nnc(SCC(=O)c3ccccc3)o2)c1	-3%	4%	0%	3%[0.457 µM]	-29%	28%	0.0%	-3%	5%
16	CCCC12CN3CC(CCC)(CN(C1)C3c1c(C)[nH]c(=O)[nH]c1=O)C2=O (stereo not given)	-9%	3%	5%	0%	-5%	19%	0.2%	-4%	5%
17	C=CCNC(=O)/C(=C/c1cn(-c2ccccc2)nc1-c1cccc([N+](=O)[O-])c1)NC(=O)c1ccccc1	-1%	?	0%	-4%	-14%	6%	0.1%	17%	-2%
18	S=C(NCCc1ccccc1)Nc1ncccn1	?	-1%	-2%	7%[57.1 µM]	-4%	?	nt	17%	8%
19	CCn1c(SCC(=O)Nc2ccc(OC)cc2)nc2nc3c(cc2c1=O)COC(C)(C)C3	?	6%	0%	-2%	-10%	21%	-0.9%	44%	0%
20	CNC(=O)C(=O)NCC1OCCCN1S(=O)(=O)c1cccs1 (stereo not given)	-12%	5%	-5%	-5%[0.457 µM]	-4%	0%	0.8%	4%	-2%
21	CCOC(=O)N1CCN(c2c(NCc3ccc(F)cc3)c(=O)c2=O)CC1	-3%	-16%	?	-1%	-24%	13%	0.6%	4%[11.4 µM]	-2%
22	Cc1ccccc1OCC(=O)N/N=C/c1cn(Cc2ccccc2)c2ccccc12	4%	-17%	-3%	8%[57.1 µM]	-11%	12%[57.1 µM]	-0.3%	-22%	5%
23	COc1ccc(Cl)cc1C(=O)NC(=S)Nc1nc(C)cc(C)n1	-2%	?	-6%	7%[57.1 µM]	-2%	2%[57.1 µM]	nt	-24%	16%
24	CCOc1ccc(NC(=O)Cn2c(C)ccc(C#N)c2=O)cc1	0%	-16%	4%	-10%	-15%	-8%	6.6%	7%	8%
25	COc1cccc(C2c3[nH]c4ccccc4c3CCN2C(=O)c2ccccc2F)c1OC (stereo not given)	-6%	7%	-2%	25%[2.29 µM]	-10%	43%[activator]	-0.2%	16%	5%
26	COc1ccc(CNC(=O)C(CC(C)C)NS(=O)(=O)c2ccc3c(c2)CCN3C(C)=O)cc1 (stereo not given)	3%	-1%	-13%	7%	-10%	11%	2.5%	-4%	-7%
27	COc1cccc(CNS(=O)(=O)c2cc3c4c(c2)CCN4C(=O)CC3)c1	4%	-9%	-2%	-8%	2%	-8%	0.9%	-4%	1%
28	Cc1ccc(SCc2c(C(=O)N/N=C/C3CC=CCC3)nnn2-c2nonc2N)cc1 (stereo not given)	200%[activator]	-15%	1%	-20%[57.1 µM]	-4%	12%[57.1 µM]	0.5%	-32%	1%
29	CO/N=C/c1ccc(Sc2ccc(C)cc2)c([N+](=O)[O-])c1	152%[activator]	3%	-7%	-1%	-11%	-2%	-5.5%	-17%	1%
30	COCc1cc(=O)[nH]c(Nc2nc3ccc(C)cc3o2)n1	2%	0%	-10%	-7%[57.1 µM]	-26%	10%[57.1 µM]	-3.1%	15%	6%
31	CCCn1c(NC(=O)c2cccc(S(=O)(=O)N3CCCC3)c2)nc2ccccc21	10%	-17%	0%	34%[activator]	-18%	22%	0.5%	7%	0%
32	CC1=[N+]([O-])C(C)(C)CC(C)(C)c2ccccc21	?	4%	3%	-3%	-5%	-9%	1.0%	26%	7%
33	Cc1ccc(NC(=O)c2c(C)oc3ccc(O)c(CN4CCOCC4)c23)cc1	-30%	1%	6%	0%	-18%	26%	-0.3%	-3%	41%[activator]
34	Cc1cc(C)c[n+](C2=C([O-])c3ccccc3C(=O)/C2=N\S(=O)(=O)c2cccs2)c1	-3%	-5%	0%	4%	?	16%	-0.5%	-9%	18%
35	O=C(COC(=O)c1cncc(Br)c1)Nc1nnc(-c2ccccc2)o1	7%	-3%	-5%	2%	-27%	11%	nt	-18%	-3%
36	S=c1[nH]nc(-c2ccncc2)n1/N=C/c1ccccc1	?	-7%	2%	-4%	-13%	-25%	-0.6%	-38%	4%

Sorted by the number under Vif-APOBEC3F blk (highest first): some entries from above
cpd | compound | Vif-APOBEC3F blk
30 | COCc1cc(=O)[nH]c(Nc2nc3ccc(C)cc3o2)n1 | 0%
34 | Cc1cc(C)c[n+](C2=C([O-])c3ccccc3C(=O)/C2=N\S(=O)(=O)c2cccs2)c1 | -5%
31 | CCCn1c(NC(=O)c2cccc(S(=O)(=O)N3CCCC3)c2)nc2ccccc21 | -17%

Continuation.
entry	canonical_smiles	12-LOX inh	Vif-APOBEC3F blk	Vif-A3G inh	TrxR1 substrate	USP1-UAF1 inh	rTrxR1 inhibitor	RXFP1 agonist	RGS4 inh	mIDH1 inhibitor
37	COC(=O)c1c(-c2ccccc2)csc1NC(=O)CSc1ncnc2sc(C)c(C)c12	0%	-2%	-1%	8%[57.1 µM]	-10%	17%[57.1 µM]	-0.5%	28%	0%
38	C[n+]1ccc(/C=C/c2ccc(Br)cc2)cc1	-23%	0%	3%	11%	-20%	?	1.9%	-35%	3%
39	CCCc1cc(=O)oc2cc(C)cc(O)c12	-8%	-6%	0%	3%	-23%	10%	19%	-23%	-1%
40	CCOc1ccc(-c2c(C)nn3c(-c4ccccc4)c(C(=O)NCCOC)cnc23)cc1OCC	-22%	nt	nt	7%[57.1 µM]	-26%	26%[57.1 µM]	1.8%	-29%	nt
41	CCC1=Nc2cc(C(=O)NCCc3ccc(OC)c(OC)c3)ccc2Sc2ccccc21	-20%	-8%	0%	-7%	-31%	11%	1.7%	-13%	-7%
42	Cc1cc(C)n(-c2ccc(C(=O)Nc3ccc(C)c(S(=O)(=O)N(C)C)c3)cc2)n1	-16%	-25%	0%	-1%[57.1 µM]	-22%	-11%[57.1 µM]	-2.5%	-19%	4%
43	COc1ccccc1NS(=O)(=O)c1cc(NC(=O)C2CCCO2)ccc1C (stereo not given)	15%	-21%	-6%	-9%	-6%	-5%	nt	-15%	2%
44	Cc1ccc(CCNC(=O)c2cnc3c(-c4ccc(F)cc4)c(C)nn3c2C)cc1	-16%	2%	0%	-1%[57.1 µM]	-17%	-3%[57.1 µM]	1.9%	5%	-3%
45	Cc1ccc(S(=O)(=O)CCC(=O)Nc2ccc(F)cc2)cc1	7%	1%	-6%	5%	-8%	16%	0.8%	17%	-1%

Some of the compounds tested; the hit share may differ from the screen's.
